# MEKK2 mut-MEK5 – signal of MEK5 binding to mutant human MEKK2 PB1 domain; bead flow cytometry, Alexa488-MEK5 binding to MEKK2 mutant; AID 1530; 290,000 compounds, 0.35% hits; percent response, % at 10 µM; in the data active = percent response above about 24%, passing the limit was not always enough; also: inactives centre near 1; some results filed as inactive read as strong as hits
# HCV NS3 hel inh – blocks Hepatitis C virus NS3 helicase unwinding; NS3 helicase DNA unwinding, Cy5 molecular beacon fluorescence; inhibition, % at 10.9 µM; 290,000 compounds, 0.56% hits; AID 1800;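 active = inhibition above the mean of all tested compounds plus 3 SD, set per campaign, cut at about 35% in these data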;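 also: 0% = DMSO wells and 100% = thioflavine S control wells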
#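 Control set: DMSO versus 110 µM thioflavine S; Material: NS3 helicase fragment of HCV; Measured by: Cy5 fluorescence at 0 and 60 min, beacon hairpin quenching; Read-out basis: percent inhibition from t60/t0 fluorescence ratio; Times: reaction time 60 min, 25 °C; Repeats: single replicate; Compound dosing: single dose, 10.9 µM nominal final, DMSO 0.8% final.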
# GalR3 antagonist – antagonists of human GalR3 | 360,000 compounds, 0.44% hits | AID 651719 | inhibition, % at 3 µM | HEK293 GalR3-CNG cAMP membrane potential fluorescence; galR3 body fused to GalR1 C-terminus | O60755;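 active = inhibition above the screen-wide average plus 3 SD, cut at about 13% in these data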;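 also: forskolin and galanin both at EC90 stimulate the cells; cAMP rise reported by CNG channel membrane potential dye signal; 0% = forskolin plus galanin with DMSO and 100% = forskolin alone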
# MEKK3 PB1 HTS – raises or lowers MEK5 binding to the human MEKK3 PB1 domain; bead-based flow cytometry, Alexa488-MEK5 binding to MEKK3; actives lie on both sides; 0 = blocked by unlabeled MEK5, 100 = vehicle; binding response (% of control), % at 10 µM; 290,000 compounds, 1.4% hits;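 active = binding response more than 3 SD above or below the average of its plate-row segment, actives on both sides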;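 also: Alexa488 bead fluorescence after subtracting the streptavidin-only scavenger bead signal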
# Target sequence (Q99759 whole entry, looked up, the tested form may be a part): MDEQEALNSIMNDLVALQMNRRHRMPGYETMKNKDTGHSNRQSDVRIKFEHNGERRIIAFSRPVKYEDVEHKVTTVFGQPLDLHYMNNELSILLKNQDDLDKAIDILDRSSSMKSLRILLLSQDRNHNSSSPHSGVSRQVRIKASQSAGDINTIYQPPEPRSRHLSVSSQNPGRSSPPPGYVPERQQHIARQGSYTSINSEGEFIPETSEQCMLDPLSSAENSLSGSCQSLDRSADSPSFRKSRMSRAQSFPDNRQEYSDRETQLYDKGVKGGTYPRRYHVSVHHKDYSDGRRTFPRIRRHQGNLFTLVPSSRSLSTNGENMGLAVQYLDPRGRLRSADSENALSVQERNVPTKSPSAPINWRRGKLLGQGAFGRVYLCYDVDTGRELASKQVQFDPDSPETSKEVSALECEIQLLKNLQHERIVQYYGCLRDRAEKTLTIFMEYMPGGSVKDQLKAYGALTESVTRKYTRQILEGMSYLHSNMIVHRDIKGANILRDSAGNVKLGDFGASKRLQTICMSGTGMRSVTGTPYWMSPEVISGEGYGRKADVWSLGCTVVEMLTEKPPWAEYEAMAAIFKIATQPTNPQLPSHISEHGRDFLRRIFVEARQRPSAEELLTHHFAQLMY
# DNA FID counter – counter-screen for HCV NS3 helicase inhibitors: DNA intercalator displacement; DNA fluorescent intercalator displacement, fluorescence; inhibition, % at 7.9 µM; 290,000 compounds, 0.17% hits; in the data active = inhibition above about 37%;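 also: 0% = vehicle and 100% = reference compound; higher means more ethidium bromide displaced from hairpin DNA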
# CRFBP-R2 agonist – agonists of human CRF-binding protein/CRF-R2 receptor complex; HEK293 CRF-R2/CRF-BP, calcium dye fluorescence (FLIPR); percent of saturating CRF peptide response; activation, % at 13.2 µM; 350,000 compounds, 0.46% hits; AID 588473;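 active = activation of at least 50%, plus an integration ratio under a set limit after plate pattern correction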;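 also: plate controls were neutral control wells without compound for no effect and CRF at EC100 for full effect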
# MEKK2 WT-MEK5 – raises or lowers MEK5 binding to wildtype human MEKK2 PB1 domain | Q9Y2U5 | bead flow cytometry, Alexa488-MEK5 binding to MEKK2 WT; actives lie on both sides | binding response (% of control), % at 10 µM | 290,000 compounds, 1.1% hits | AID 1531; in the data active = binding response below about 67% or above about 130%
# CRFR2-BP antag – antagonists of CRF-binding protein/CRF-R2 receptor complex; HEK293 CRF-R2/CRF-BP, CRF-induced calcium fluorescence; AID 588475; inhibition, % at 11.8 µM; 350,000 compounds, 0.59% hits;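 active = inhibition of the ligand-induced calcium signal above about 50% at the single tested concentration, limit read from the data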
# UBC9 SUMO inh – blocks human SUMOylation mediated by UBC9. P63279. HTRF SUMOylation assay, SAE1/SAE2 + UBC9, in vitro. inhibition, % at 35 µM. 290,000 compounds, 0.36% hits; in the data active = inhibition above about 50%, passing the limit was not always enough; also: strong numbers were not always called active
# Target sequence (P63279 whole entry, looked up): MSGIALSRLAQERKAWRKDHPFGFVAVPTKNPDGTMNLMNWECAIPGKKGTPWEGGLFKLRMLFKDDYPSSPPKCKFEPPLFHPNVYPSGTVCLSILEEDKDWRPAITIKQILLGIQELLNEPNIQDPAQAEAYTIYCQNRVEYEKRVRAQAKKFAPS
# An asterisk follows results filed as active; x = not tested or not shown. A portion of the library; the hit share may differ from the screen's.
# Below each compound – MEKK2 mut-MEK5, HCV NS3 hel inh, GalR3 antagonist, MEKK3 PB1 HTS, DNA FID counter, CRFBP-R2 agonist, MEKK2 WT-MEK5, CRFR2-BP antag, UBC9 SUMO inh
COC(=O)c1cc(Cl)c(NC(=O)c2ccco2)cc1OC
 : 6, 0, -4, 107, -7, -2.0, 112, 2, 26
Cc1ccc(CNC(=O)CCNC(=O)N2CCn3c2nc2ccccc23)cc1
 : 2, -12, -6, 102, -40, -0.1, 103, 6, -9
Fc1ccccc1/C=N/n1cc(-c2ccccc2)[nH]c1=S
 : 4, 8, -11, 98, -9, 0.1, 100, 17, -1
CCc1ccc(Nc2nnc(SCc3cc(=O)n4ccsc4n3)s2)cc1
 : x, 8, -2, x, -23, -0.9, x, -3, 12
COc1ccc(C(=O)N/N=C/c2cc3ccccc3[nH]c2=O)cc1
 : -2, -7, x, 90, -12, -0.7, 92, -11, 4
Cc1cc(C(=O)Nc2ccc(N3CCCC3)c(Cl)c2)ccc1[N+](=O)[O-]
 : 2, 1, -2, 135*, 5, -1.0, 130, 2, -15
CC(C)c1nnc(SCC(=O)N2CCc3ccccc32)n1C
 : 3, -3, -3, 119, -10, -1.9, 102, 10, 23
C(=N\N(Cc1ccccc1)c1ccccc1)/c1cccnc1
 : -2, -9, -6, 108, -21, -0.1, 105, -16, -4
O=C(NCC(c1ccc(F)cc1)N1CCOCC1)c1c(F)cccc1F (centres undefined)
 : 9, 14, -4, 102, -5, -0.5, 109, -12, 13
Cc1c(Cl)cccc1NC(=O)CC(C(=O)O)C1CCCO1 (centres undefined)
 : 7, 6, -4, 104, 1, 0.5, 104, 5, 17
O=C(NC1CCSC1=O)c1cccc(C(=O)NC2CCSC2=O)c1 (centres undefined)
 : 2, 9, -2, 105, -7, -0.5, 105, -8, 0
Fc1ccccc1OCCSc1ncnc2nc[nH]c12
 : -3, -2, 2, 93, -2, 0.7, 93, -8, -9
O=C(NC1CC1)[C@@H]1CSC2c3ccccc3C(=O)N21 (some centres undefined)
 : 3, 3, -11, 100, -4, -0.2, 99, 4, 4
O=C(Nc1ccc(Cl)c(C(=O)N2CCOCC2)c1)c1ccccc1
 : -2, -1, -6, 97, -6, 0.5, 94, 6, -3
COc1cccc(C(C(=O)NC2CCCCC2)N(C(=O)c2ccco2)c2ccccc2OC)c1 (centres undefined)
 : 3, -4, -13, 103, -43, 0.7, 98, 4, -3
COc1ncnc(OC)c1S(=O)(=O)NCc1ccccc1
 : 3, 3, -13, 101, -3, 2.2, 106, -8, -8
O=C(O)CCC(=O)OCC1CCCCC1
 : 3, 6, -6, 104, -1, 0.0, 104, -10, 0
COc1ccccc1N=c1sc2ccccc2n1C
 : -2, 0, 1, 96, -11, -1.2, 100, -4, 13
O=C(COc1ccc(Cl)cc1)NNC(=S)NCc1ccccc1
 : 16, 20, -8, 106, -21, -0.6, 103, -5, -62
COc1ccccc1NC(=O)c1cc2c(CO)cnc(C)c2oc1=Nc1ccc(OC)c(OC)c1
 : 5, -5, 3, 104, -5, -13, 111, 41, 4

# Continued; it opens with the three that closed the last part.
# Below each compound – MEKK2 mut-MEK5, HCV NS3 hel inh, GalR3 antagonist, MEKK3 PB1 HTS, DNA FID counter, CRFBP-R2 agonist, MEKK2 WT-MEK5, CRFR2-BP antag, UBC9 SUMO inh
COc1ccccc1N=c1sc2ccccc2n1C
 : -2, 0, 1, 96, -11, -1.2, 100, -4, 13
O=C(COc1ccc(Cl)cc1)NNC(=S)NCc1ccccc1
 : 16, 20, -8, 106, -21, -0.6, 103, -5, -62
COc1ccccc1NC(=O)c1cc2c(CO)cnc(C)c2oc1=Nc1ccc(OC)c(OC)c1
 : 5, -5, 3, 104, -5, -13, 111, 41, 4
c1ccc2c(c1)CCNC2c1ccncc1 (centres undefined)
 : -6, -8, -1, 94, 1, -0.1, 98, 7, 15
CS(=O)(=O)Nc1ccc(C2=NN(C(=O)c3cccc(F)c3)C(c3cccs3)C2)cc1 (centres undefined)
 : 4, -20, -6, 102, -12, -0.1, 97, 8, 2
COCCOC(=O)c1c(C)oc2ccc(OC(=O)c3c(OC)cccc3OC)cc12
 : -7, -10, -3, 101, -31, 1.1, 98, 0, -12
COc1ccc(CNC(=O)CCn2c(=O)oc3ccccc32)cc1
 : 3, 3, -1, 105, -1, 0.3, 110, 15, 21
COc1cc(NC(=O)c2sc3ncn(CC(=O)N4CCCCC4)c(=O)c3c2C)cc(OC)c1OC
 : 6, 11, -9, 103, -54, 3.7, 106, -7, 2
CCCCSc1nc(O)c(C2OC(=O)c3c2ccc(OC)c3OC)c(=O)n1C (centres undefined)
 : -1, 9, 1, 103, -18, 1.5, 96, -14, 15
O=C(/C=C/c1ccccc1)N/C(=C/c1ccccc1)C(=O)N1CCOCC1
 : -1, 12, 2, 105, -32, -0.2, 102, 3, 26
O=[N+]([O-])c1cc([N+](=O)[O-])c(Oc2c(F)cc(F)cc2F)cc1NN1CCCCC1
 : -5, -5, -4, 102, 1, -2.6, 93, 0, 1
O=C(CN1CCN(c2ccc(F)cc2)CC1)Nc1nccs1
 : 3, -2, -8, 103, -7, 0.6, 104, 2, 14
CCC(C)c1ccc(N(CC(=O)NC(C)(C)C)C(=O)CNC(=O)c2cccs2)cc1 (centres undefined)
 : -1, 11, -10, 96, -51, 1.8, 99, 1, 20
CCOC(=O)c1c(NC(=O)CSc2nnc(-c3ccncc3)n2Cc2ccco2)sc(C)c1C
 : 2, 0, 0, 102, -24, -1.8, 103, 28, 0
COc1ccc(NS(=O)(=O)c2cccs2)cn1
 : -2, -5, -4, 96, -7, -0.5, 99, -3, 10
Cc1cc(=O)n2nc(-c3ccccc3)sc2n1
 : 1, 1, -1, 96, -1, 1.2, 100, 13, -2
CCCCn1nnc(NC(=O)c2cc3ccccc3o2)n1
 : 2, 2, 2, 105, -4, -0.5, 107, 2, -11
CCOc1cccc(/C=N/NC(=S)Nc2ccccc2[N+](=O)[O-])c1O
 : 0, 5, -4, 102, -3, 1.2, 101, 6, 34
Cn1c(NN)nc2sc3c(c2c1=O)CC(C)(C)OC3
 : -3, 3, 1, 92, -4, -0.1, 101, -1, 26
Cc1ccnc(NS(=O)(=O)c2ccc(NS(=O)(=O)Cc3ccccc3)cc2)n1
 : 4, 4, 4, 107, -8, -1.5, 106, -8, 18
COc1ccc(N2CCN(C(=O)CCCCn3c(=O)[nH]c4ccsc4c3=O)CC2)cc1
 : 0, 0, -8, 109, 3, -0.1, 106, 19, 3
Cc1ccc(-c2csc3nc[nH]c(=O)c23)cc1
 : -3, 22, -6, 98, -1, -0.7, 95, 11, 19
Cc1ccc(C(=O)CC(=O)c2cc(Cl)ccc2O)cc1
 : 3, 3, -4, 99, -6, 68*, 97, -82, -13

# 3 neighbouring records from above:
# Below each compound – MEKK2 mut-MEK5, HCV NS3 hel inh, GalR3 antagonist, MEKK3 PB1 HTS, DNA FID counter, CRFBP-R2 agonist, MEKK2 WT-MEK5, CRFR2-BP antag, UBC9 SUMO inh
c1ccc2c(c1)CCNC2c1ccncc1 (centres undefined)
 : -6, -8, -1, 94, 1, -0.1, 98, 7, 15
CS(=O)(=O)Nc1ccc(C2=NN(C(=O)c3cccc(F)c3)C(c3cccs3)C2)cc1 (centres undefined)
 : 4, -20, -6, 102, -12, -0.1, 97, 8, 2
COCCOC(=O)c1c(C)oc2ccc(OC(=O)c3c(OC)cccc3OC)cc12
 : -7, -10, -3, 101, -31, 1.1, 98, 0, -12

# Single values from the results shown:
# MEKK2 WT-MEK5 result of c1ccc2c(c1)CCNC2c1ccncc1 (centres undefined) → 98
# MEKK2 mut-MEK5 result of COCCOC(=O)c1c(C)oc2ccc(OC(=O)c3c(OC)cccc3OC)cc12 → -7

# Further compounds.
# Below each compound – MEKK2 mut-MEK5, HCV NS3 hel inh, GalR3 antagonist, MEKK3 PB1 HTS, DNA FID counter, CRFBP-R2 agonist, MEKK2 WT-MEK5, CRFR2-BP antag, UBC9 SUMO inh
COc1ccc(S(=O)(=O)Nc2cccc(SC)c2)cc1C(=O)N1CCOCC1
 : 0, 0, 5, 101, -16, 0.7, 99, -2, 11
C(=N\Nc1nc(Nc2ccccc2)nc(Nc2ccccc2)n1)/c1cccnc1
 : x, -49, -8, x, -7, -0.7, x, 21, -15
O=C(NCC1CCCO1)c1cc(Br)c(Br)s1 (centres undefined)
 : -8, -5, -1, 92, -9, -1.3, 90, -2, -2
COc1ccc(Cl)c(NC(=O)NCCN2CCN(c3ccccc3)CC2)c1
 : 3, -10, -2, 102, 3, 1.7, 102, -16, 2
CC[n+]1c(P(=O)([O-])c2ccccc2)[nH]c2ccccc21
 : 1, -5, 1, 102, 2, 0.6, 104, -3, 7
O=C(c1ccco1)N1CCN(C(=O)c2cccc3c2C(=O)N(C2CCCCC2)C3)CC1
 : -3, 11, -8, 83, -20, -2.3, 90, 6, -8
CSc1ccc(CN2CCc3c([nH]c4ccccc34)C2)cc1
 : 1, -27, -2, 104, 10, -1.0, 122, -6, -7
COc1ccc(Cn2c(=O)c3cccnc3n(Cc3ccc([N+](=O)[O-])cc3)c2=O)cc1
 : -14, -9, -6, 92, 5, -0.8, 83, 4, 23
Cc1ccc2sc(-c3ccc(NC(=O)c4cc(-n5cnnc5)ccc4Cl)cc3)nc2c1
 : 2, -5, -6, 104, -5, 0.1, 104, 12, 23
Cc1ccc2nc(-c3ccc(SCC(=O)Nc4nc(C)cs4)nc3)[nH]c2c1
 : 0, 2, 3, 109, -2, 0.4, 106, -10, 0
CC(C)NC(=O)CSc1nc2ccccc2n1CC(=O)N1CCc2ccccc21
 : -1, -1, x, 100, -26, -2.1, 99, -30, -9
CC1CCN(S(=O)(=O)c2cn(C)c(=O)n(C)c2=O)CC1
 : 3, 8, x, 97, -2, -0.7, 102, 12, -12
Cc1ccc(Cl)cc1NC(=O)c1ocnc1C
 : 0, 4, -6, 96, 3, -0.6, 96, 9, -1
C/C(N)=C(/C#N)C(=O)CSc1nc2cc(Cl)ccc2s1
 : -2, 0, -4, 98, 5, 1.0, 97, -8, 4
O=C(O)CSc1nnc(C2CC2)n1-c1ccccc1
 : -5, 5, -1, 89, 0, 0.5, 88, 11, -10
Cc1oc(CSCC2CCCO2)cc1C(=O)O (centres undefined)
 : 10, 19, -2, 107, -3, 2.8, 113, -6, 15
Cc1cccc(NC(=O)/C(C#N)=C/c2ccc(F)cc2)n1
 : 4, 9, -5, 102, -3, 7.8, 101, -21, 23
COc1cccc(CNCCO)c1OCc1ccccc1
 : -2, -2, -4, 102, 8, -0.6, 101, 4, 4
Cc1ccc(C(=O)CSc2ncnc3sc4c(c23)CCC(C)C4)cc1 (centres undefined)
 : 0, -1, 0, 95, -2, 2.9, 100, 2, 14
COc1ccccc1C1/C(=C(/O)c2ccc(C)cc2)C(=O)C(=O)N1CCN1CCOCC1 (centres undefined)
 : 15, 5, -5, 102, -6, 0.7, 112, -4, -6
Fc1cccc(Cl)c1Cn1nnc(-c2ccc(N3CCOCC3)cc2)n1
 : -6, -12, 1, 99, -1, -0.6, 98, 10, 10
